# CR mimetic SO: reduction of superoxide in aged yeast, primary screen, HTS; superoxide response (% of plate mean), % at 10 µM; S. cerevisiae aged cells, superoxide DHE fluorescence; hits give low values; actives 0.18% (n = 330,000);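 active means superoxide response under a set limit, about three screen SD below normal, cut at about 65% in these data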;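 further: yeast aged for seven days with compound at 30 °C before DHE staining; 100% = average MFI of all compound-treated wells on the plate with controls excluded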
# MCL1 BIM primary: inhibitors of MCL1 binding to BIM-BH3, primary screen, biochemical, fluorescence polarization; Induced myeloid leukemia cell differentiation protein Mcl-1 (Homo sapiens), Q07820; GST-MCL1 / FITC-Bim-BH3 fluorescence polarization; inhibition, % at 10.9 µM; actives 0.68% (n = 320,000); AID 2057, 2009;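 active means inhibition above the mean inhibition of all tested compounds plus 3 SD, set per campaign, cut at about 40% in these data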;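 further: 0% = DMSO wells and 100% = unlabeled Bim-BH3 peptide control; higher means more loss of mP so more displacement of Bim peptide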
# Target sequence (Q07820 whole entry, looked up): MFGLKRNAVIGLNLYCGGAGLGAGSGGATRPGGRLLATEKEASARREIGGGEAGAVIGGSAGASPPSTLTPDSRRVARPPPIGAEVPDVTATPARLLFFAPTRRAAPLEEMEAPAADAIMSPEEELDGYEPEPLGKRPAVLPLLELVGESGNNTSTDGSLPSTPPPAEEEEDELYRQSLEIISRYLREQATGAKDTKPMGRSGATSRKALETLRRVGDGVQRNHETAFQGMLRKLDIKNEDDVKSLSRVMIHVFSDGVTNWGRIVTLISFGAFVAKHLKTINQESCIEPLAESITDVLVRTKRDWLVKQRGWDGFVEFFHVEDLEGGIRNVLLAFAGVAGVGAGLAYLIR
# EBNA-1 inh: EBNA-1 DNA-binding inhibitors, primary screen, biochemical, fluorescence polarization; inhibition, % at 14.8 µM; actives 0.34% (n = 300,000); AID 1950, 2009; in the data active means inhibition above about 28%
# ZTA DNA inh: counter-screen for EBNA-1 inhibitors: inhibitors of Epstein-Barr virus ZTA. P03206. ZTA-DNA binding, fluorescence polarization. inhibition, % at 11 µM. actives 0.15% (n = 320,000); in the data active means inhibition above about 33%
# Target sequence (P03206 whole entry, looked up): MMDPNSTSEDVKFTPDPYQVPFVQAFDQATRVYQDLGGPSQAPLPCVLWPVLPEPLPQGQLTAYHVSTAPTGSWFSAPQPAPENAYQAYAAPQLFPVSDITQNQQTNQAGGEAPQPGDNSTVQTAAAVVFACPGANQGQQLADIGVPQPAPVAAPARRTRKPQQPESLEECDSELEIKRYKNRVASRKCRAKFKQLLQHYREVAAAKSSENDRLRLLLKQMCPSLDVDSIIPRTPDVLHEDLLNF
# MEX-5 binding: MEX-5 zinc finger RNA-binding disruptors – biochemical, C. elegans, fluorescence polarization, MLPCN library, primary screen; MEX-5/FITC-TCR2 RNA binding; hits give low values; activity score (negative = inhibition of binding), % at 10 µM; actives 0.38% (n = 300,000);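 active means inhibition past about -25% in most replicates, and total fluorescence under double the plate's negative control median, limit read from the data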;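 further: 0% = DMSO and -100% = 5 µM competing unlabeled TCR2 RNA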
# Fam108B counter: mouse Fam108B serine hydrolase inhibitors, primary screen, counter-screen for RBBP9 inhibitor project, biochemical, fluorescence polarization. inhibition, % at 9.51 µM. AID 1947, 2009. actives 0.33% (n = 300,000). recombinant Fam108B, FP-Rh probe fluorescence polarization;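 active means inhibition above the screen mean inhibition plus 3 SD, computed separately per campaign, cut at about 18% in these data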;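 further: inhibitors lower polarization as less probe binds the enzyme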
# Bcl-xL primary: inhibitors of human Bcl-xL, primary screen, biochemical, fluorescence polarization, HTS; GST-Bcl-xL / FITC-Bim BH3 peptide fluorescence polarization; AID 2129, 2009; actives 0.7% (n = 320,000); inhibition, % at 10.9 µM; Bcl-2-like protein 1 (Homo sapiens), Q07817;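 active means inhibition above the mean of all tested compounds plus 3 SD, cutoff set per campaign, cut at about 30% in these data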;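 further: 0% = DMSO wells and 100% = unlabeled Bim-BH3 peptide competitor; inhibitors lower millipolarization by displacing the labeled peptide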
# Target sequence (Q07817 whole entry, looked up): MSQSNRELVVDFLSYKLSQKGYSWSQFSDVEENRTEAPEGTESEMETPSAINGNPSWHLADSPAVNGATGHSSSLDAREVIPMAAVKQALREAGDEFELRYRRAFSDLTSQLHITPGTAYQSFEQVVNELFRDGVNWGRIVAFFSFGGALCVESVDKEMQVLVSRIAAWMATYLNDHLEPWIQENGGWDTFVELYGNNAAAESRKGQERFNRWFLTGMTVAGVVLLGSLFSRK
# GLD-1 TGE inh: GLD-1/TGE RNA complex disruptors, primary screen, biochemical, fluorescence polarization | actives 0.44% (n = 320,000) | Female germline-specific tumor suppressor gld-1 (Caenorhabditis elegans), Q17339 | inhibition, % at 5.96 µM | purified GLD-1 + fluorescein TGE RNA;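 active means percent inhibition above a per-plate cutoff, the plate mean of test compounds plus 3 SD, cut at about 30% in these data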;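 further: 0% = DMSO wells with GLD-1 and probe and 100% = wells lacking GLD-1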
# Efflux pump mplx: inhibitors of Candida efflux pumps in yeast, primary screen, S. cerevisiae, Nile Red, multiplex; S. cerevisiae Candida pump triplex; actives 0.44% (n = 330,000); AID 485275, 2010; inhibition, % at 10 µM;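 active means plate passing quality check with inhibition over a set limit, or well fluorescence over plate mean plus 4 SD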;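 further: Nile Red retained in pooled yeast measured as flow cytometry median fluorescence; 0% = buffer negative control and 100% = Enniatin B positive control; higher means more Nile Red kept so more efflux inhibition; some compounds called inactive have numbers as strong as hits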
# The depositor's hits bear a star; / = no result given. Rows were taken by chance. About 2.3% of those tested had a hit in this group.
SMILES,CR mimetic SO,MCL1 BIM primary,EBNA-1 inh,ZTA DNA inh,MEX-5 binding,Fam108B counter,Bcl-xL primary,GLD-1 TGE inh,Efflux pump mplx
NC(=O)Cc1nc2scc(-c3ccccc3)c2c(=O)[nH]1,94,-2,7,9,0.7,1,-9,-16,0.0
CCCn1c(SCC(=O)Nc2nnc(CC)s2)nnc1-c1ccncc1,92,5,-1,5,2.2,2,1,-3,-0.2
Cc1ccc(S(=O)(=O)N2CCN(C(=O)CN3CCOCC3)C2C(C)C)cc1 (configuration not stated),85,2,-15,-8,2.8,-2,-1,-2,0.2
CC(=O)Nc1ccc(S(=O)(=O)N2CCCC2C(=O)Nc2ccc(F)cc2)cc1 (configuration not stated),110,7,-8,4,2.4,0,4,-1,-0.1
COc1ccc(Cl)cc1N(CC(=O)N/N=C/c1ccc(OCC(N)=O)cc1)S(C)(=O)=O,104,1,-23,-11,1.7,-3,4,-7,0.4
CCN(/C=N/c1sc2c(c1C#N)CCCCC2)CC,97,-1,-5,-17,-2.9,1,8,4,0.1
Cc1cc(OCC(=O)Nc2ccccc2N2CCOCC2)c(C(C)C)cc1Cl,93,0,/,-10,/,/,-2,0,0.7
Cc1ccc(NC(=O)c2sc(Cl)nc2-c2ccccc2)cc1,100,2,-24,-7,-2.5,-2,2,-2,0.4
COCCn1c(=NC(=O)CN2C(=O)CCC2=O)sc2cc(S(N)(=O)=O)ccc21,83,-1,2,4,1.7,3,-2,-3,0.1
CCOC(=O)Cn1ccc(NC(=O)COc2ccc(F)cc2)n1,91,4,3,-14,-2.6,0,4,-5,0.1
N#Cc1c2n(c3c(=O)n(Cc4ccccc4Cl)cnc13)CCCC2,95,-2,9,17,1.6,-2,3,8,0.1
O=S(=O)(c1cccc2cccnc12)N1CCN(Cc2ccc3c(c2)OCO3)CC1,115,-8,-13,-6,-2.8,-7,-6,-5,1.3
COc1ccc(NC(=O)COC(=O)c2ccc(OCc3ccccc3Cl)c(OC)c2)c(OC)c1,95,2,32*,-4,2.0,-6,1,5,0.2
Cc1cccc(-n2c(N)c(C(=O)NCCN3CCOCC3)c3nc4ccccc4nc32)c1,94,4,-3,2,2.1,-1,5,-1,0.0
COc1ccc(CCNC(=O)C(=O)NCCC2CCCCN2S(=O)(=O)c2cccs2)cc1 (configuration not stated),108,-4,-2,9,-2.4,-1,2,-1,0.0
CC(C)(C)C(=O)CN1C(=O)NC2(CCCc3ccccc32)C1=O (configuration not stated),119,-2,-13,-2,-1.8,-2,3,-14,0.0
CCOc1ccc2oc(C(=O)NC3CC(C)(C)NC(C)(C)C3)c(C)c2c1,83,-9,-8,-3,1.6,-2,-4,4,-0.1
COC(=O)c1c(NC(=O)CSc2nnc(Cn3nnc4ccccc43)n2C)sc(C)c1C,87,6,7,2,3.4,3,7,20,0.1
Cc1ccc(NC(=O)/C=C/C(=O)O)c(NC(=O)c2ccccc2)c1,94,12,2,16,3.7,2,9,7,0.0
Cc1csc(CN(C)C(=O)C2CCC(=O)N(CCCc3ccccc3)C2)n1 (configuration not stated),108,3,6,-6,-2.0,12,4,2,0.0
Cc1cc2c(cc1C)C(c1ccsc1)CC(=O)N2 (configuration not stated),119,3,3,9,0.9,4,4,7,0.1
CC(O)CSc1nc2c(c(=O)[nH]c(=O)n2C)n1CC(O)COc1ccccc1 (configuration not stated),96,-2,-14,-10,-0.9,0,3,2,0.0
CCc1nnc(NC(=O)C2CCN(c3nccc(C)n3)CC2)s1,102,7,4,15,0.3,1,4,-2,0.2
CC(C)c1cc(C(=O)O)n[nH]1,101,8,4,5,-0.2,2,9,-3,0.1
COc1ccc(OCCCC(=O)Nc2cccc([N+](=O)[O-])c2)cc1,97,7,-16,-8,-1.7,6,10,-1,0.3

# Carrying on.
SMILES,CR mimetic SO,MCL1 BIM primary,EBNA-1 inh,ZTA DNA inh,MEX-5 binding,Fam108B counter,Bcl-xL primary,GLD-1 TGE inh,Efflux pump mplx
O=C(CNC(=O)c1nc[nH]c1C(=O)N1CCc2ccccc2C1)OCc1ccccc1,109,3,11,17,1.2,2,0,0,0.0
Cc1nc(N)sc1C(=O)NN,93,9,6,-9,-0.9,2,3,0,0.2
CC(C)(C)NC(=O)NC(=O)COC(=O)C1CCN(S(=O)(=O)c2cccs2)CC1,108,4,/,3,/,/,5,-2,0.1
Cn1c(CCNC(=O)c2ccco2)nc2ccccc21,99,1,-5,-10,0.8,5,-1,4,-0.1
O=C(NC1CCSc2ccccc21)c1cccc(S(=O)(=O)N2CCOCC2)c1 (configuration not stated),94,-6,-3,2,1.1,3,-6,2,-0.1
CCOc1ccc(N2C(=O)CC(Sc3nc(O)c(CC)c(=O)[nH]3)C2=O)cc1 (configuration not stated),92,2,-14,13,-0.6,-3,1,-1,0.1
Cc1ccc(CNC(=O)C2CCC(=O)N2C(C)C)cc1 (configuration not stated),115,-5,-9,2,0.8,0,2,1,0.0
COC(CNC(=O)C(=O)Nc1cc2c3c(c1)CC(=O)N3CCC2)OC,88,1,-8,-12,0.8,3,1,1,0.1
COc1ccc(NC(=O)C(NC(C)=O)C(=O)NCc2ccccc2OC)cc1 (configuration not stated),96,-9,6,21,0.1,-2,7,1,0.0
Cc1cc(C)c(NC(=S)N(CCN(C)C)C(C)c2cccnc2)c(C)c1 (configuration not stated),109,3,-17,-10,1.1,0,-8,4,0.1
COCCN(C(=O)COC(=O)CSc1ccc2ccccc2c1)c1c(N)n(Cc2ccccc2)c(=O)[nH]c1=O,107,-8,5,15,0.9,-2,-11,1,0.1
CC(=O)Oc1ccc(C(=O)Nc2ccccc2C(=O)NCC(C)C)cc1,110,5,-9,1,-3.0,-3,6,3,0.0
COc1ccccc1NS(=O)(=O)c1cc(N)ccc1N1CCCCC1,101,9,0,-3,0.9,4,11,4,0.2
O=C(NNC1CC(=O)N(c2ccccc2)C1=O)c1ccco1 (configuration not stated),100,-1,6,2,-2.1,-2,1,4,-0.1
Cc1cccc2cc(C#N)c(SCC(=O)NCc3cccs3)nc12,114,3,-4,-5,1.4,-5,1,1,0.0
CC1(C)CC(=O)C=C(Nc2ccccc2C#N)C1,101,-3,1,2,1.1,-1,4,4,0.0
O=C(NCCNC(=O)c1cc(Cl)ccc1Cl)c1cnccn1,91,11,4,8,-1.2,4,3,-3,-0.1
Cc1ccc(NC(=O)NC2(C(=O)NCc3ccco3)CCCCC2)cc1,98,-1,4,-6,-0.2,3,-2,6,0.0
C=CCSc1n[nH]c(-c2ccc(OCCCC)cc2)n1,74,2,-10,-8,1.3,0,-1,2,-0.1
NCCc1c(C(=O)O)[nH]c2ccc([N+](=O)[O-])cc12,100,8,4,6,0.8,4,7,-2,-0.1
COc1ccc(CCNC(=O)c2ccc(CNS(=O)(=O)c3cc(C)ccc3C)cc2)cc1OC,88,4,15,1,0.3,-2,3,0,-0.2
C/C(=N\NC(=O)c1cccc(F)c1)c1cccc(NC(=O)c2ccc(F)cc2)c1,100,9,1,-20,-1.0,2,0,8,0.0
COc1cc(NC(=O)C2CCN(c3cnccn3)CC2)cc(OC)c1,116,0,-1,-16,-1.7,4,0,5,-0.1
CCCCNc1nc2c(c(=O)n(Cc3ccccc3)c(=O)n2C)n1C,99,-4,-2,12,1.5,-1,0,-5,-0.2
COc1cc2ccccc2cc1C(=O)NC(=S)Nc1cccc(C(=O)O)c1,108,7,0,-1,1.2,-7,13,2,-0.2

# Structures above shown as hits in EBNA-1 inh:
compound | MCL1 BIM primary | EBNA-1 inh | MEX-5 binding | Bcl-xL primary | GLD-1 TGE inh | Efflux pump mplx
COc1ccc(NC(=O)COC(=O)c2ccc(OCc3ccccc3Cl)c(OC)c2)c(OC)c1 | 2 | 32* | 2.0 | 1 | 5 | 0.2

# Going on with the list:
SMILES,CR mimetic SO,MCL1 BIM primary,EBNA-1 inh,ZTA DNA inh,MEX-5 binding,Fam108B counter,Bcl-xL primary,GLD-1 TGE inh,Efflux pump mplx
CCO[C@H]1OC(C(=O)Nc2ccccc2)=C[C@@H](c2coc3ccccc3c2=O)[C@@H]1CCCO,105,-5,2,-5,2.7,-2,-1,-7,-0.1
O=C(CCc1nnc(CCC2CCCCC2)o1)NCCc1cccnc1,92,0,9,10,0.1,9,4,1,0.0
CN(C)S(=O)(=O)c1cccc(NC(=O)c2cccc(NS(=O)(=O)c3ccccc3)c2)c1,107,3,-12,2,-4.5,-3,0,4,-0.2
CCC(=O)NC(C)C(c1cccs1)N1CCOCC1 (configuration not stated),102,-3,9,2,1.2,1,6,3,0.5
CCN1CCN(c2ccc(S(=O)(=O)N3CCOCC3)cc2NC(=O)C(C)Oc2ccc(F)cc2)CC1 (configuration not stated),99,-18,/,7,/,/,-8,4,0.0
COCCCn1nnnc1SCC(=O)N1CCCC1,86,-1,4,7,-1.4,-2,4,1,-0.3
COCCCN1C(=O)N(c2ccccc2)C(=O)C1CC(=O)Nc1ccc(F)cc1 (configuration not stated),62*,-6,2,6,0.9,1,0,5,0.0
COc1cc(OC)cc(C(=O)OCC(=O)Nc2ccc3[nH]c(=O)[nH]c3c2)c1,86,2,-3,-9,-0.4,7,5,2,-0.2
S=C(Nc1cccnc1)NC1CC2CCC1C2 (configuration not stated),102,5,-2,-4,-1.1,1,4,2,0.1
O=C(C1=C[C@H](c2csc3ccccc23)C[C@H](OCCCCO)O1)N1CCN(Cc2ccc3c(c2)OCO3)CC1,92,-2,0,5,-0.5,-1,4,-1,0.1
CCOC(=O)c1c(C)n(C)c2ccc(OCC(O)CNCCc3ccccc3)cc12 (configuration not stated),96,6,-11,2,-4.0,-3,0,-4,0.1
O=C(Nc1ccccc1Cc1ccccc1)C1CC(=O)N(c2ccc3c(c2)OCCO3)C1 (configuration not stated),116,-4,12,0,1.5,-9,4,3,-0.1
NC(=S)N/N=C1\CC(n2nnn(-c3cccc(Cl)c3)c2=S)C2COC1O2 (configuration not stated),96,7,2,-15,3.1,0,10,7,-0.1
Nc1c(C(=O)OCC(=O)Nc2ccc(Cl)cc2[N+](=O)[O-])[nH]c(=O)[nH]c1=O,122,3,-2,4,1.7,1,8,3,-0.1
Cc1ccc(/C([O-])=C(/C(=S)NCc2ccccc2)[n+]2ccccc2)cc1[N+](=O)[O-],102,11,9,13,-14,2,4,9,0.1
COc1ccccc1CCn1c(N)cc(=O)[nH]c1=O,82,1,2,-8,0.1,1,1,0,-0.1
Cc1ccc(C)n1NC(=O)c1cccc(Cl)c1,105,-2,-1,1,-2.3,4,0,-1,0.2
COC(=O)c1c(NC(=O)/C=C/c2ccco2)sc2c1CCC2,115,8,2,12,0.6,-5,4,-3,0.0
COC(=O)c1ccc(C)c(NC(=O)CCSc2ccc(C)cc2)c1,111,0,-8,-33,0.0,0,3,8,-0.2
COC(=O)c1[nH]c2ccc(F)cc2c1NS(=O)(=O)c1ccc(OC)cc1OC,102,-4,-12,3,-3.1,-1,3,1,-0.1
CCCC1(c2ccccc2)NC(=O)N(CC(=O)Nc2cc(S(=O)(=O)N3CCOCC3)ccc2Cl)C1=O (configuration not stated),95,-3,5,-1,-0.9,-1,-3,4,0.1

# Copied from the list.
# MEX-5 binding with `NC(=S)N/N=C1\CC(n2nnn(-c3cccc(Cl)c3)c2=S)C2COC1O2` (configuration not stated) = 3.1
# EBNA-1 inh with `NCCc1c(C(=O)O)[nH]c2ccc([N+](=O)[O-])cc12` = 4

# Screens from PubChem BioAssay.
